High-throughput results as filed in PubChem.
PKM2 act – increases activity of human pyruvate kinase M2 | P14618 | purified PKM2, Kinase-Glo ATP luminescence, activation; response scale: 0% is enzyme alone, no compound | Potency, µM (titrated, usually from 57.5 µM), inactives show top-dose activation, actives largely listed as activators | 260,000 tested, 0.34% active | AID 1631; note: potency is the fitted concentration of half-maximal effect; nearly all actives have a fitted effect of over 55% in size
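Purified hPK-M2 (>95%) run at intermediate activity with 0.1 mM ADP and 0.5 mM PEP in 50 mM imidazole pH 7.2, KCl, MgCl2; 1 h room temperature. ATP formed read by Kinase-Glo luminescence; normalized to uninhibited and no-enzyme controls.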
hERG WT inh – blocks the wildtype human KCNH2 potassium channel. Q12809. U2OS, BacMam KCNH2, thallium flux FluxOr; hits give low values. activity change, % at 1.84 µM. 340,000 tested, 0.37% active. AID 720551;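 active = maximum activity change below -70%; inconclusive = maximum activity change between -70% and -50%; inactive = maximum activity change above -50%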
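U2OS cells were transduced with wild-type KCNH2 virus (2.03 x 10^8 / mL) for 4 h at room temperature, then cultured overnight at 37 C. Thallium flux was read with FluxOr dye. Rate constants were normalized to DMSO controls.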
KCNH2 3.1 block – blocks the human KCNH2 3.1 channel isoform; 340,000 tested, 0.95% active; U2OS KCNH2 3.1, thallium flux FluxOr; hits give low values; activity change, % (tested at about 1.8 µM); AID 720553;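 active = maximum activity change below -70%; inconclusive = maximum activity change from -70% to -50%; inactive = maximum activity change above -50%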;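 note: thallium influx rate constant from kinetic fluorescence after stimulation buffer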
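Steps: virus added to U2OS suspension (4 h, RT, dark); medium with 10% FBS added, cells plated, 37 C overnight; FluxOr/Red40 loading buffer 45 min RT; stimulation buffer, 2 min kinetic read; rate constant normalized.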
Giardia killer – Giardia lamblia killing; 340,000 tested, 0.15% active; activity change, % at 7.66 µM, hits read low; Giardia lamblia trophozoite viability; AID 540267; in the data active = activity change below about -80%; inconclusive = between about -30% and that limit;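 note: parasites exposed to compound for two days anaerobically before the ATP read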
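Giardia lamblia trophozoites (100 cells/well) were incubated with compounds for 48 h at 37 deg C under anaerobic conditions. Viability was read as ATP content by one-step luminescence after 15-30 min at room temperature.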
Eya2 inh – blocks the phosphatase activity of human Eya2; O00167; recombinant Eya2, OMFP fluorescence dephosphorylation (OMFP is methylfluorescein phosphate); Potency, µM (top dose mostly 76.9 µM), for inactives: at the highest dose activity, negative = inhibition, most hits filed as inhibitors; 330,000 tested, 0.006% active; AID 488837; note: potency is the fitted concentration of half-maximal effect
Target sequence (O00167 whole entry, looked up): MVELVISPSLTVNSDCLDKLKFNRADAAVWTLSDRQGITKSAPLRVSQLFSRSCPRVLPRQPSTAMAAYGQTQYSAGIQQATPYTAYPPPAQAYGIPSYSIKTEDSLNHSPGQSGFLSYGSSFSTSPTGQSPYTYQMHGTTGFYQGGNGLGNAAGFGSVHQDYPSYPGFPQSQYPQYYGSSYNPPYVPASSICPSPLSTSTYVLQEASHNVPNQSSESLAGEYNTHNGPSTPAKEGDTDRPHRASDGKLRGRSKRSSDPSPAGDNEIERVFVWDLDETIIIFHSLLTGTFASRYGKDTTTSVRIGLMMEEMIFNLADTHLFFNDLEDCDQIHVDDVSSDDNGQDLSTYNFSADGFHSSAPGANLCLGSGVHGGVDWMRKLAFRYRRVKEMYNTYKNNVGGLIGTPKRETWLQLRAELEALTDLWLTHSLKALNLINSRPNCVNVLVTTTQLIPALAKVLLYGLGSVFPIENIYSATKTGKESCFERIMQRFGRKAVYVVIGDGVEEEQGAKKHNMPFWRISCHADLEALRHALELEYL
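Eya2 protein (added as 0.2 uM solution) was preincubated with compound for 10 min at ambient temperature in 50 mM HEPES pH 7.5, 50 mM NaCl, 5 uM MgCl2, 0.05% BSA, 1 mM DTT. OMFP (added at 50 uM) then reacted 10 min; fluorescence read at 485/525 nm.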
USP2a inh – inhibitors of human ubiquitin-specific protease USP2a. USP2 core, Ub-CHOP2 coupled fluorogenic reporter, 485/531. 330,000 tested, 0.01% active. Potency, µM (highest dose often 38.3 µM), without a hit: at the highest dose activity change, negative = inhibition, usual class: inhibitors. AID 463254;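 note: potency is the fitted concentration of half-maximal effect; plate controls were DMSO wells for no effect and full inhibition by NEM control for full effect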
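Deubiquitinase activity read as fluorescence (485/531 nm) after Ub-CHOP2 cleavage activates the enterokinase reporter on its substrate; USP2 core 10nM, Ub-CHOP2 and substrate 25nM each, 30min compound preincubation then 60min RT; data normalized to NEM, curves fitted.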
FBPA coupling cs – counter-screen for Giardia aldolase inhibitors: coupling enzyme system; 290,000 tested, 0.67% active; AID 2472; coupling enzyme system counterscreen, AmpLite Red fluorescence; activity change, negative = inhibition, % at 58.2 µM, hits read low; in the data active = activity change below about -30%
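First, compound is pin-transferred into glyceraldehyde-3-phosphate coupling-enzyme reagent at 57.5 uM final and held 10 min at RT. Next, substrate, coupling system and AmpLite Red are added. After 20 min RT, fluorescence (525/598 nm) is read.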
uPA surface inh – blocks generation of uPA at the cell surface. Potency, µM (highest dose often 38.3 µM), without a hit: at the top dose activity change, negative = inhibition, usual class: inhibitors. 330,000 tested, 0.31% active. cell surface uPA generation assay, qHTS; active = well fitted inhibition curve with a large enough effect; inconclusive = small, poorly fitted or top-dose-only effect; inactive = no such curve, though single readings can be large or run the other way; tested in mouse RAW 264.7 cells; note: potency is the fitted concentration of half-maximal effect; nearly all actives have a fitted effect of over 55% in size
B2AR arrestin – recruits beta-arrestin to the human beta2-adrenergic receptor. beta-arrestin recruitment to beta2AR, cell-based reporter. Potency, µM (series often up to 46.1 µM), for the others: at the top dose activation, hits mostly activators. 330,000 tested, 0.02% active;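 note: potency is the fitted concentration of half-maximal effect; 0% = DMSO controls and full agonism = EC100 isoproterenol or metaproterenol; nearly all actives have a fitted effect of over 65% in size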
BCR signal inh – chronic active BCR signaling inhibition | ABC-DLBCL IkBa-CBG/CBR reporter, luminescence ratio, 4 h | Potency, µM (top dose mostly 46.1 µM), without a hit: top-dose ratio change, negative = lower green/red ratio, actives largely listed as inhibitors | 340,000 tested, 0.05% active; active = well fitted inhibition curve with a large enough effect in the signal ratio, with a control signal flat, not every such curve was filed as active; inconclusive = small, poorly fitted or top-dose-only effect, or effect the other way, or a change in a side signal; the % refers to the signal ratio;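 note: potency is the fitted concentration of half-maximal effect; plate controls were basal doxycycline-induced cells for no effect and cells given 10 µM MG132 for full effect; MG132 reads +100%, hits lower the ratio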
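TMD8 ABC-DLBCL cells carrying doxycycline-inducible green luciferase fused to IkappaBalpha plus unfused red luciferase were exposed to compounds (up to 46 uM) for 4 hrs at 37C. Activity came from the overlap-corrected green/red luminescence ratio.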
GALK inh – inhibitors of human galactokinase; P51570; Purified GALK, Kinase-Glo residual ATP luminescence; Potency, µM (highest dose often 57.5 µM), for the others: top-dose activity change, negative = inhibition, actives largely listed as inhibitors; 270,000 tested, 0.007% active; AID 1868; note: potency is the fitted concentration of half-maximal effect
Target sequence (P51570 whole entry, looked up): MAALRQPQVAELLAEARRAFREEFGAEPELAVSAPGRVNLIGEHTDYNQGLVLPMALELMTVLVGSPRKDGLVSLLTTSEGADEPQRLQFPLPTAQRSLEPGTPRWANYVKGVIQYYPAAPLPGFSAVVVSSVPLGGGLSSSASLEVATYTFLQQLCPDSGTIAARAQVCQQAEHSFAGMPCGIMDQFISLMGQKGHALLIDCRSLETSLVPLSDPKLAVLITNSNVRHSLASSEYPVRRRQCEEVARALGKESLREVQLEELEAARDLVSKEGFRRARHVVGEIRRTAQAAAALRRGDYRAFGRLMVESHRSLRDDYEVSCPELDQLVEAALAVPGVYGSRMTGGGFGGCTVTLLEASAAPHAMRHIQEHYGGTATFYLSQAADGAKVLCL
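ATP-depletion format; final 35 uM ATP, 100 uM D-galactose, 5 nM enzyme; pH 8.0 HEPES/Mg2+ buffer; 60 min RT; luminescence read 10 min after detection reagent.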
Starred values were filed as active, the others as inactive; ? = inconclusive; . = no result given; [ ] = dose if it differs, or a comment. Unless noted, calls come from the whole dose curve; as a rule, active = well fitted curve in the direction sought with a large enough effect; inconclusive = small, poorly fitted or top-dose-only effect, or another doubt; inactive = no such curve, though single readings can be large; an effect the other way counts as inactive or inconclusive. Unless noted, % is set by controls: 0 for no effect and ±100 for the full control effect. Rows are unselected (roughly 2.4% active in at least one column).

cpd	Compound	PKM2 act	hERG WT inh	KCNH2 3.1 block	Giardia killer	Eya2 inh	USP2a inh
1	O=C(CCCC(=O)N(CC(=O)NC1CCCCC1)c1ccc(F)cc1)Nc1ccccn1	0%	4	-2	-8	-12%	-3%
2	CCOC(=O)c1c(C)[nH]c(C)c1C(=O)CN1C(=O)NC2(CCC(C)CC2)C1=O (configuration not stated)	4%	6	22	-6	-6%	1%
3	Nc1nc(Nc2ccccc2)nc(NCc2ccccc2)c1[N+](=O)[O-]	-14%	3	-12	-3	-15%	-1%
4	Cc1ccc(C(=O)NCCSCc2ccccc2)cc1[N+](=O)[O-]	-9%	0	3	3	3%	2%
5	COc1ccc(/C=C(\C#N)C(=O)Nc2cc(S(=O)(=O)N3CCCCC3)ccc2N2CCCCC2)cc1	-8%	-16	6	14	0%	1%
6	Cc1cccc(C2c3[nH]c4ccccc4c3CCN2C(=O)c2noc3c2CCCC3)n1 (configuration not stated)	3%	-16	-9	-8	-6%	-2%
7	CC1CN(S(=O)(=O)c2cccc(C(=O)NCc3ccco3)c2)CC(C)O1 (configuration not stated)	.	0	-13	9	-7%	2%
8	CCOC(=O)N1CCN(C(=O)CN(C)S(=O)(=O)c2ccc(OCC)cc2)CC1	1%	4	15	-4	6%	2%
9	COc1ccccc1C(=O)NCC(=O)OC(C)C(=O)NC(=O)NC1CCCCC1 (configuration not stated)	0%	-9	5	-3	11%	-5%
10	N#CC1=C(N)Oc2cc(O)ccc2C1C1CCCCC1 (configuration not stated)	1%	-10	12	-19	-9%	-2%
11	Cc1c(CC(=O)N2CCC(C(N)=O)CC2)c(=O)oc2cc3c(cc12)CCC1(CCCCC1)O3	0%	0	9	1	7%	2%
12	CC/C(=N\NC(=O)c1nnn(-c2nonc2N)c1-c1ccc2c(c1)OCO2)c1ccccc1	-3%	-8	1	-12	?	1%

cpd	FBPA coupling cs	uPA surface inh	B2AR arrestin	BCR signal inh	GALK inh
1	-1	3%	-0.2%	?	-3%
2	0	-9%	0.2%	?	2%
3	-1	-7%	-0.4%	-18%	0%
4	5	1%	-1.5%	11%	4%
5	0	4%	0.3%	1%	2%
6	-1	7%	-0.4%	1%	1%
7	.	-5%	-0.4%	2%	.
8	-2	6%	4.8%	-4%	1%
9	2	0%	0.0%	2%	1%
10	4	-8%	0.1%	?	-1%
11	0	-21%	-0.3%	-13%	.
12	1	-8%	-0.7%	-1%	8%

Brought forward from above: 2 entries, then new ones.
cpd	Compound	PKM2 act	hERG WT inh	KCNH2 3.1 block	Giardia killer	Eya2 inh	USP2a inh
11	Cc1c(CC(=O)N2CCC(C(N)=O)CC2)c(=O)oc2cc3c(cc12)CCC1(CCCCC1)O3	0%	0	9	1	7%	2%
12	CC/C(=N\NC(=O)c1nnn(-c2nonc2N)c1-c1ccc2c(c1)OCO2)c1ccccc1	-3%	-8	1	-12	?	1%
13	C=C1C(C(=O)N2CCOCC2)C1C(=O)N1CCOCC1 (configuration not stated)	5%	-7	1	-4	-9%	1%
14	CN1CCN(C(=O)c2cc3c(n(-c4ccccc4)c2=O)CC(C)(C)CC3=O)CC1	3%	1	-2	-4	20%	3%
15	Cc1cc(NS(=O)(=O)c2ccc(NC(=O)Nc3cccc(Cl)c3)cc2)no1	-4%	-2	-7	11	5%	1%
16	CCOCCOC(=O)NCCCCCCNC(=O)OCCOCC	0%	-2	6	17	3%	0%
17	Nc1nonc1-c1nc2ccccc2n1Cc1ccc(Cl)cc1	9%	13	-8	-5	27%[15.4 µM]	0%
18	Cc1c(C)c2ccc(OCC(=O)c3ccccc3)cc2oc1=O	.	5	-3	11	-10%	1%
19	COc1ccccc1NS(=O)(=O)c1cc(NC(=O)C2CCCC2)ccc1N1CCOCC1	2%	-1	2	-14	-4%	3%
20	O=c1c2ccccc2nc(CSc2nnnn2-c2ccccc2)n1-c1cccc(C(F)(F)F)c1	-6%	15	-19	14	23%	1%
21	Cc1ccc2c(c1)N(C(=O)CCC(=O)NCCCN1CCN(C)CC1)CC(C)O2 (configuration not stated)	-1%	-9	2	31[activator]	-3%	-1%
22	Cc1nn(-c2nc3ccccc3[nH]2)c(N)c1-c1ccccc1	-5%	0	-10	-12	-3%	1%
23	CCCc1c(C(=O)N/N=C/c2ccccc2C(F)(F)F)nnn1-c1nonc1N	.	0	13	-5	-2%	0%
24	CN(C)C(=O)CN1C(=O)C2CCCCN2C(=O)c2ccccc21 (configuration not stated)	-1%	38	-2	-10	-2%	3%

cpd	FBPA coupling cs	uPA surface inh	B2AR arrestin	BCR signal inh	GALK inh
11	0	-21%	-0.3%	-13%	.
12	1	-8%	-0.7%	-1%	8%
13	0	7%	0.3%	0%	2%
14	6	0%	0.0%	11%	3%
15	2	1%	0.0%	-1%	-2%
16	-2	7%	-0.1%	?	-2%
17	-5	.	0.2%	0%	3%
18	2	-4%	0.5%	?	.
19	0	-15%	-0.1%	-2%	12%
20	1	-6%	0.3%	6%	1%
21	-2	-4%	0.4%	4%	.
22	0	-6%	-0.3%	?	-2%
23	-1	1%	-0.3%	3%	-3%
24	3	-2%	0.3%	-1%	8%

The results go on:
cpd	Compound	PKM2 act	hERG WT inh	KCNH2 3.1 block	Giardia killer	Eya2 inh	USP2a inh
25	CCCCCc1cc(OC)cc2c1C(=O)OC(C)(C)O2	.	-3	14	1	-14%	0%
26	CC(=O)Nc1ccc(NC(=O)C(C)OC(=O)C2CCN(S(=O)(=O)c3ccc4c(c3)OCCO4)CC2)cc1 (configuration not stated)	.	-4	-5	2	13%	0%
27	CCOC(=O)c1ccc(N2C(=O)c3n[nH]c(C)c3C2c2ccccc2)cc1 (configuration not stated)	-1%	-4	0	-8	-11%	2%
28	CC1C(C#N)=C(N)OC2=C1C(=O)CC(C)(C)C2 (configuration not stated)	7%	1	8	-8	29%[15.4 µM]	-1%
29	COC(=O)c1ccccc1NC(=O)N1c2ccccc2CC1C (configuration not stated)	-3%	-1	4	0	-23%	1%
30	Cc1cccc2sc(NC(=O)c3cc(S(=O)(=O)N(C)C)ccc3N3CCCC3)nc12	-4%	8	3	26	-1%	1%
31	CCCCn1c(N)c(N(CCOC)C(=O)c2ccc(N3C(=O)CCC3=O)cc2)c(=O)[nH]c1=O	.	-7	9	-1	5%	2%
32	O=C(CN1CCCC1)Nc1ccc([N+](=O)[O-])cc1Cl	-1%	0	-26	23	5%	0%
33	COc1ccccc1N1C(=NC(=O)CCC2CCCC2)SC2CS(=O)(=O)CC21 (configuration not stated)	-9%[0.46 µM]	4	21	-13	9%	3%
34	CCOC(=O)N1CCN(C(=O)c2oc3ccc(S(=O)(=O)N4CCCCCC4)cc3c2C)CC1	3%	-9	3	-7	-31%	3%
35	Cc1ccccc1-n1c(CSC(=N)N)nc2ccccc2c1=O	0%	-6	0	-16	15%	2%
36	CCN(CC)CCCNC(=O)c1cc2c(=O)n(C)c3ccccc3c2n1C	-1%	3	-4	19	0%	2%

cpd	FBPA coupling cs	uPA surface inh	B2AR arrestin	BCR signal inh	GALK inh
25	.	-11%	-0.3%	?	.
26	.	-4%	-0.1%	7%	.
27	12	.	-1.1%	-18%	2%
28	2	1%	0.2%	-2%	0%
29	0	-6%	-0.1%	?	-4%
30	0	-6%	-0.2%	6%	1%
31	.	4%	-0.2%	-7%	.
32	-4	3%	2.9%	3%	-2%
33	-1	3%	0.4%	-4%	6%
34	-1	-5%	-1.1%	0%	-3%
35	3	-5%	-0.1%	-2%	6%
36	0	-21%	0.2%	?	2%

Compound profiles (already shown).
Record of O=C(CN1CCCC1)Nc1ccc([N+](=O)[O-])cc1Cl → PKM2 act = -1%; hERG WT inh = 0; KCNH2 3.1 block = -26; Giardia killer = 23; Eya2 inh = 5%; USP2a inh = 0%; FBPA coupling cs = -4; uPA surface inh = 3%; B2AR arrestin = 2.9%; BCR signal inh = 3%; GALK inh = -2%
Record of Cc1ccccc1-n1c(CSC(=N)N)nc2ccccc2c1=O → PKM2 act = 0%; hERG WT inh = -6; KCNH2 3.1 block = 0; Giardia killer = -16; Eya2 inh = 15%; USP2a inh = 2%; FBPA coupling cs = 3; uPA surface inh = -5%; B2AR arrestin = -0.1%; BCR signal inh = -2%; GALK inh = 6%
Record of CCOC(=O)c1ccc(N2C(=O)c3n[nH]c(C)c3C2c2ccccc2)cc1 (configuration not stated) → PKM2 act = -1%; hERG WT inh = -4; KCNH2 3.1 block = 0; Giardia killer = -8; Eya2 inh = -11%; USP2a inh = 2%; FBPA coupling cs = 12; uPA surface inh = .; B2AR arrestin = -1.1%; BCR signal inh = -18%; GALK inh = 2%
